BoNT F protease – BoNT/F light chain protease inhibitors, primary screen, biochemical, flow cytometry, MLPCN library. Multiplex microsphere protease cleavage assay. 360,000 tested, 0.22% active. inhibition, % at 10 µM. AID 588497, 2011; in the data active means inhibition above about 35%, passing the limit was not always enough; inconclusive means no clear call, values can overlap the other calls; further: plate controls were buffer without enzyme for full effect and enzyme alone for no effect
MazEF act – activators of E. coli MazEF toxin-antitoxin RNase, primary screen, biochemical, fluorescence, uHTS; FAM/BHQ RNA-DNA oligo cleavage fluorescence, 5 h; activation, % at 20 µM; 350,000 tested, 0.32% active; in the data active means activation above about 50%
Target sequence (P0AE70 whole entry, looked up): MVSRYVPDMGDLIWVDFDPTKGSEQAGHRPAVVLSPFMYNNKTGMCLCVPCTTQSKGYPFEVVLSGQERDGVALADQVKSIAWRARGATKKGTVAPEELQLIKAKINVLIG
PrPC surface inh – inhibitors of human cell surface prion protein PrPC, primary screen, cell-based, TR-FRET; inhibition, % at 13.8 µM; 370,000 tested, 0.43% active; AID 720596, 2013; TR-FRET read-out; in the data active means inhibition above about 24%; further: 0% = median of the test wells and 100% = reference compound wells
CCHFV vOTU inh – CCHFV vOTU protease inhibitors, primary screen, biochemical, Pep-AMC substrate, fluorescence. inhibition, % at 11.5 µM. AID 651958, 2012. 370,000 tested, 0.55% active. Crimean-Congo hemorrhagic fever virus L polyprotein viral ovarian tumor (vOTU) protease …; in the data active means inhibition above about 30%; further: 0% = vehicle wells with enzyme and 100% = no enzyme wells
SSB-PriA inh – inhibitors of Klebsiella pneumoniae PriA binding to SSB C-terminal tail, primary screen, biochemical, AlphaScreen. PriA–SSB C-terminal tail interaction (Klebsiella pneumoniae). AlphaScreen SSBct-PriA binding, biotinylated peptide. inhibition, % at 33 µM. 430,000 tested, 0.6% active; in the data active means inhibition mostly above about 37%, no sharp cut-off; inactive means mostly below about 20%;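 further: plate controls were negative control peptide for no effect and reference peptide for full effect; strong numbers were not always called active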
VHR inh abs – VHR1 phosphatase inhibitors, primary screen, biochemical, absorbance, uHTS; inhibition, % at 13.3 µM; 290,000 tested, 0.52% active; recombinant VHR phosphatase, pNPP absorbance; Dual specificity protein phosphatase 3 (Homo sapiens), P51452; in the data active means inhibition above about 50%; further: some compounds called inactive have numbers as strong as hits
SARS 3CLpro inh – SARS-CoV 3CLpro protease inhibitors, primary screen, biochemical, quenched FRET; Replicase polyprotein 1ab (Severe acute respiratory syndrome coronavirus), P0C6X7; recombinant SARS-CoV 3CLpro, quenched FRET peptide cleavage; inhibition, % at 6 µM; 290,000 tested, 0.14% active; AID 1706, 2009; in the data active means inhibition above about 12%
Anthrax LF inh2 – Bacillus anthracis LF protease inhibitors, primary screen, biochemical, multiplex microsphere, MLPCN library. Lethal factor (Bacillus anthracis), P15917. multiplex microsphere protease cleavage assay. inhibition, % at 10 µM. 360,000 tested, 0.12% active. AID 588501, 2011; further: plate controls were buffer without enzyme for full effect and enzyme alone for no effect
Target sequence (P15917 whole entry, looked up): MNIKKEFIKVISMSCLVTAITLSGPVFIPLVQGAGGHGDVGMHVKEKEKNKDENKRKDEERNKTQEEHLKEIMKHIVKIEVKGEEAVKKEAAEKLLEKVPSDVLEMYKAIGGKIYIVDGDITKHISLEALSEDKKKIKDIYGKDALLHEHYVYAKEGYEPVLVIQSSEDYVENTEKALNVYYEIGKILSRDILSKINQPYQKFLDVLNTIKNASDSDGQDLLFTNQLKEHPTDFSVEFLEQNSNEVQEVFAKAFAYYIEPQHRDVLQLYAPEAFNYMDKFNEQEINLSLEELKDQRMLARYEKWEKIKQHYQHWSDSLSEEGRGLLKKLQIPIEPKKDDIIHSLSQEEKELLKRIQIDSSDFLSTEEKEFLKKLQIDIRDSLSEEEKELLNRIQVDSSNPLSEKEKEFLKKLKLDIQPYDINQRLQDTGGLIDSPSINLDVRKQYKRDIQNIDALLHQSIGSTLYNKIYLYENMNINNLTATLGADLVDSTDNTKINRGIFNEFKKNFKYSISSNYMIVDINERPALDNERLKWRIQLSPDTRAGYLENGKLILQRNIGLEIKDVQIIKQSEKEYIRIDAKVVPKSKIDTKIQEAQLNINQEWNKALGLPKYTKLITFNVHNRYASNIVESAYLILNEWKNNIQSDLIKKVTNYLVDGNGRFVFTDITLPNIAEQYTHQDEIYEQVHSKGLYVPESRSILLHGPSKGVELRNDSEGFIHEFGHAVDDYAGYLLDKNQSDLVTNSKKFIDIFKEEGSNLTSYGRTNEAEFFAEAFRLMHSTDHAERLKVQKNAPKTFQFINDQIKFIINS
BoNT-A LC inh2 – BoNT/A light chain protease inhibitors, primary screen, biochemical, flow cytometry, MLPCN library | inhibition, % at 10 µM | 360,000 tested, 0.17% active | AID 588499, 2011 | multiplex microsphere protease substrate cleavage; further: plate controls were buffer without enzyme for full effect and enzyme alone for no effect
Rv3671c inh – Rv3671c serine protease inhibitors, primary screen, biochemical, fluorescence polarization, M. tuberculosis H37Rv | 320,000 tested, 0.048% active | P9WHR9 | inhibition, % at 5.96 µM | AID 2606, 2010; in the data active means inhibition above about 38%;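 further: extracellular domain of Rv3671c used as enzyme; 0% = enzyme with DMSO and 100% = no enzyme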
* marks the source's active call; other numbers are inactive results; ? = inconclusive; nt = not tested or not shown. Unless noted, no stated cut-off is given here; in the data, active means inhibition above about 30%; inconclusive means no clear call, values can overlap the other calls; inactive means below that.

SMILES	BoNT F protease	MazEF act	PrPC surface inh	CCHFV vOTU inh	SSB-PriA inh	VHR inh abs	SARS 3CLpro inh	Anthrax LF inh2	BoNT-A LC inh2	Rv3671c inh
COc1ccc2nc(C)cc(Nc3ccc(N4CCN(C)CC4)cc3)c2c1	18	14	-4	2	-16	10	-5	1	-0.3	6
CC1(C)CC(=O)c2cc(OCC(=O)NCC3CCCO3)ccc2O1 (centres undefined)	-4	-2	0	-145	-8	18	-5	-3	-1.0	3
Cc1cc(/C=C2\SC(=O)NC2=O)c(C)n1-c1ccc(N(C)C)cc1	7	-2	-4	3	0	-14	-5	5	2.6	4
O=C(C[n+]1ccc2ccccc2c1)c1ccccc1	-4	14	-11	0	-5	27	0	0	1.0	1
CCCCn1nc(C(=O)N(C)Cc2nc3ccccc3c(=O)[nH]2)c2ccccc2c1=O	4	-2	-7	-10	nt	nt	nt	-3	-0.5	nt
CCCCc1nnc(NC(=O)C(C)Sc2nc(C)cc(=O)[nH]2)s1 (centres undefined)	4	7	0	-7	-8	19	-1	1	0.6	1
C#CC[N+](C)(C)CCCCCCCCCC	-21	12	8	11	-27	-14	6	-1	-1.1	3
Cc1cc(C)c(Cn2c(=O)n(CCCC(=O)NCc3ccco3)c(=O)c3sccc32)c(C)c1	1	-12	-1	-3	2	8	4	-4	-0.5	-28
COc1cc(/C=C/c2[nH]c(=O)[nH]c(=O)c2[N+](=O)[O-])ccc1OCCC(C)C	4	11	-4	6	-18	-3	-5	-4	0.6	-4
CCN(CC)S(=O)(=O)c1ccc(C(=O)Nc2ccc(Cc3ccncc3)cc2)cc1	3	-2	16	0	-21	9	0	-8	-1.1	-19
COc1cc2c(cc1NC(=O)c1cccc(Br)c1)CCCC2	-21	0	-5	0	-30	28	1	-6	-0.6	-6
CCOC(=O)C1=C(C)NC(=O)NC1c1cn(-c2ccccc2)nc1-c1cccs1 (centres undefined)	-6	4	8	-12	5	-26	3	-1	-0.2	-1
CCOCCCNS(=O)(=O)c1ccc(NC(=O)c2ccc(OC)c([N+](=O)[O-])c2)cc1	6	1	-2	8	-2	15	0	-1	-0.1	-11
CC(C)(C)NCC1(CO)SC(N)=NC1=O (centres undefined)	4	5	0	-9	nt	28	-2	-8	0.0	4
CC(C)NS(=O)(=O)c1ccc(CCC(=O)N2CCCC2)cc1	4	-2	-3	-1	-5	31	4	0	-0.5	-7
CC(C)OCCCNCc1cccs1	-3	5	-3	-4	-23	31	0	-2	1.1	2
Cc1ccc(Sc2c(C)nn(C(=O)C3CC3)c2C)cc1	5	-2	2	-19	-15	14	-1	-3	0.9	-6
CCN(CC)CCCNC(=O)C1c2cc(OC)c(OC)cc2C(=O)N(C)C1c1cccnc1 (centres undefined)	-6	-14	-3	-19	2	16	-5	1	0.2	3
O=C(c1cnc(N2CCN(c3ccccn3)CC2)c2ccccc12)N1CCN(c2cccc(Cl)c2)CC1	7	-9	0	-32	6	12	-1	-2	-1.4	-6
CCOC(=O)C1=NS(=O)(=O)NC(C)=C1	1	9	2	12	-3	nt	nt	-4	-0.3	nt
O=S1(=O)CC2N=C(N(Cc3c(F)cccc3Cl)c3ccccc3F)SC2C1 (centres undefined)	-2	-5	6	10	-7	-6	4	-2	-0.4	-6
CN(C)c1ccc(-c2cc([C@H]3[C@@H]4C=CCC[C@@]4(C)C(=O)N3Cc3ccccc3)ccc2F)cc1	-10	0	6	16	-1	15	nt	-4	-0.4	7
Nc1cc(N)nc(SCc2ccccc2Cl)n1	-3	-2	2	-6	nt	nt	nt	-7	0.0	nt
CC(=O)OC[C@@H]1CN(Cc2ccccc2)C[C@H](n2cnc3c(NC(C)C)ncnc32)O1	1	nt	3	-5	nt	nt	nt	-5	0.1	nt

Compounds listed so far containing sulfur (13):
SMILES	BoNT F protease	MazEF act	PrPC surface inh	CCHFV vOTU inh	SSB-PriA inh	VHR inh abs	SARS 3CLpro inh	Anthrax LF inh2	BoNT-A LC inh2	Rv3671c inh
Cc1cc(/C=C2\SC(=O)NC2=O)c(C)n1-c1ccc(N(C)C)cc1	7	-2	-4	3	0	-14	-5	5	2.6	4
CCCCc1nnc(NC(=O)C(C)Sc2nc(C)cc(=O)[nH]2)s1 (centres undefined)	4	7	0	-7	-8	19	-1	1	0.6	1
Cc1cc(C)c(Cn2c(=O)n(CCCC(=O)NCc3ccco3)c(=O)c3sccc32)c(C)c1	1	-12	-1	-3	2	8	4	-4	-0.5	-28
CCN(CC)S(=O)(=O)c1ccc(C(=O)Nc2ccc(Cc3ccncc3)cc2)cc1	3	-2	16	0	-21	9	0	-8	-1.1	-19
CCOC(=O)C1=C(C)NC(=O)NC1c1cn(-c2ccccc2)nc1-c1cccs1 (centres undefined)	-6	4	8	-12	5	-26	3	-1	-0.2	-1
CCOCCCNS(=O)(=O)c1ccc(NC(=O)c2ccc(OC)c([N+](=O)[O-])c2)cc1	6	1	-2	8	-2	15	0	-1	-0.1	-11
CC(C)(C)NCC1(CO)SC(N)=NC1=O (centres undefined)	4	5	0	-9	nt	28	-2	-8	0.0	4
CC(C)NS(=O)(=O)c1ccc(CCC(=O)N2CCCC2)cc1	4	-2	-3	-1	-5	31	4	0	-0.5	-7
CC(C)OCCCNCc1cccs1	-3	5	-3	-4	-23	31	0	-2	1.1	2
Cc1ccc(Sc2c(C)nn(C(=O)C3CC3)c2C)cc1	5	-2	2	-19	-15	14	-1	-3	0.9	-6
CCOC(=O)C1=NS(=O)(=O)NC(C)=C1	1	9	2	12	-3	nt	nt	-4	-0.3	nt
O=S1(=O)CC2N=C(N(Cc3c(F)cccc3Cl)c3ccccc3F)SC2C1 (centres undefined)	-2	-5	6	10	-7	-6	4	-2	-0.4	-6
Nc1cc(N)nc(SCc2ccccc2Cl)n1	-3	-2	2	-6	nt	nt	nt	-7	0.0	nt

Other records follow.
SMILES	BoNT F protease	MazEF act	PrPC surface inh	CCHFV vOTU inh	SSB-PriA inh	VHR inh abs	SARS 3CLpro inh	Anthrax LF inh2	BoNT-A LC inh2	Rv3671c inh
COc1cccc(CN2CCN(C(=O)c3cccc4ccccc34)CC2)c1	-7	4	-9	-4	-3	17	2	19	-4.2	-4
COc1cccc(CNC(=O)CN2C(=O)CSc3ccc(S(=O)(=O)N4CCCC4)cc32)c1	4	-11	11	-12	-3	16	2	-4	-0.1	-1
COc1ccc(-c2ncnc(C(F)(F)F)c2-c2csc(C)n2)c(O)c1	-6	2	9	-1	0	0	1	-7	0.0	2
CC(C)C#Cc1cnc2c(c1)C(=O)N([C@H](C)CO)C[C@@H](C)[C@H](CN(C)C(=O)Nc1ccccc1F)O2	-6	8	-3	2	nt	nt	nt	-4	-0.4	nt
COc1cc(NC(=O)C2CCCN(c3ncnc4c3nc3n4CCCCC3)C2)cc(OC)c1OC (centres undefined)	3	6	5	3	-12	18	0	-1	2.0	12
Cc1c(C=O)c2ccccc2n1Cc1ccc([N+](=O)[O-])cc1	-5	-4	-17	-1	6	-2	-1	0	-0.7	-4
COc1ccc(CCNC(=O)c2cnc3ccccn3c2=O)cc1	-6	9	-13	18	-6	-4	-2	0	-1.4	-1
CC(=O)Nc1ccc(-c2ccnc3c2CC(C)(C(=O)NCc2ccc(N4CCN(C)CC4)cc2)O3)cc1 (centres undefined)	1	nt	1	-5	nt	nt	nt	-3	0.4	nt
Cn1ncc(C#N)c1NC(=O)C1CC(c2ccccc2Cl)=NO1 (centres undefined)	nt	6	1	-7	-5	13	8	nt	nt	3
CCCC(=O)Nc1nnc(SCC)s1	-5	-2	5	-13	-12	-4	7	1	-1.5	-6
COc1ccc(C(O)Cn2c(=N)n(CCCN(C)C)c3ccccc32)cc1 (centres undefined)	-29	10	-1	3	-7	0	-6	-2	-2.5	2
COc1ccc(OC)c(-n2nnnc2SCC(=O)NCc2ccc3c(c2)OCO3)c1	-7	3	3	-6	-4	-5	-2	-1	-0.2	-10
Cc1cccc(Cn2nc(C)cc2NC(=O)CCCn2ccc([N+](=O)[O-])n2)c1	1	4	-3	-5	-15	-11	1	2	0.2	6
Cc1ccn2c(=O)nc(SCC(=O)N3CCCC3)nc2c1	7	5	-3	-1	-20	nt	nt	-4	-3.6	3
CC1=NN(c2ccccc2)C(=O)/C1=C\C=C1/N(C)c2ccccc2C1(C)C	-17	-93	-8	10	66	9	-3	-2	0.3	-1
CN1CCN(c2ccc(CNS(=O)(=O)c3ccccc3)cc2)CC1	?	-2	3	10	0	23	-1	-11	?	7
C=CCNC(=O)c1onc(CSc2ccccc2)c1C(=O)NCC=C	-4	0	12	2	-3	nt	nt	-4	-0.7	-1
COc1ccc(Cl)cc1NC(=O)C(C)Sc1nnc(C2CC2)n1C1CC1 (centres undefined)	3	2	-3	3	1	nt	nt	-3	0.0	3
O=C1Cc2ccccc2C(=O)N1Cc1ccccc1	-32	3	3	93*	8	16	1	-9	-0.3	-52
O=C(CCCC(=O)n1cnc2ccccc21)n1cnc2ccccc21	-7	0	-8	-2	5	1	-4	-3	0.1	14
COc1ccc(NC(=O)CN2C(=O)C(C)SC(C)C2=O)c(OC)c1 (centres undefined)	-1	10	-6	-13	-12	-9	1	0	0.0	-4
CCCOc1ccc(-c2csc(N)n2)cc1[N+](=O)[O-]	-5	0	-10	-17	30	8	3	-1	-0.4	7
Cc1ccc(Cl)c(OCC(=O)NCc2ccco2)c1	-3	6	13	-12	-8	9	0	-1	?	1
COc1ccc(N2C(=O)C(CC(N)=O)N(NC(=O)CCc3ccccc3)C2=O)cc1 (centres undefined)	4	-1	12	-3	-11	8	4	4	0.3	-7
COc1cc(C#Cc2c(-c3cncn3C)n(C)c3ccc(Br)cc23)cc(OC)c1	-14	9	-5	7	24	nt	nt	-4	-1.2	-1
CCC(=NCCCn1ccnc1)c1c(O)n(-c2ccccc2)c(=O)[nH]c1=O	?	-3	-3	-12	-7	33	-4	-25	?	2
Nc1ccc(Br)cc1Br	0	-2	2	-15	-6	3	0	-11	-2.0	-2
Cc1sc(NC(=O)c2ccccc2)c(C(c2ccc(Cl)cc2)N2CCN(CCO)CC2)c1C (centres undefined)	-5	-2	-5	15	12	16	0	2	-1.3	16
CCC(NC(=O)c1ccc(C#CC2(O)CCCCC2)cc1)C(=O)O (centres undefined)	-2	-5	2	-7	-15	28	1	-7	-1.5	-3
Cc1cc(C(=O)N2CCN(c3ncccn3)CC2)cs1	6	-2	-4	-16	-16	18	0	-7	0.7	0
CC(=O)Nc1ccc(S(=O)(=O)N2CCn3cccc3C2C)cc1 (centres undefined)	-12	-6	-7	3	-1	nt	nt	-7	-0.6	3

The list is partial, so the mix of outcomes need not match the whole.
